# Screening results: PubChem BioAssay, several laboratories
# IEC-6 tox = kills IEC-6 intestinal cells in KLF5 counter-screen. IEC-6 cytotoxicity, luminescence viability. inhibition, % at 5 µM. hit rate 0.78% among 290,000. AID 1825; in the data active = inhibition above about 22%;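 note: 0% = plate median of test compound wells and 100% = cytotoxic reference compound wells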
# aSyn 5UTR inh = MLPCN primary screen, SNCA 5' untranslated region; hit rate 0.82% among 300,000; alpha-synuclein 5'UTR reporter, inhibitor activity; inhibition, % (tested at 7.5 µM); in the data active = inhibition above about 60%; inconclusive = no clear call, values can overlap the other calls;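 note: H4 neuroglioblastoma cells stably carrying SNCA 5'UTR luciferase fusion; 0% = DMSO wells and 100% = positive control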
# GSK3A inh = inhibitors of human GSK-3 alpha kinase | P49840 | ADP-Glo luminescence, 60 min | inhibition, % at 10 µM | hit rate 0.1% among 320,000 | AID 2650;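 in the data active = inhibition above about 50%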;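 note: GST-tagged GSK-3 alpha with peptide substrate and 25 µM ATP; 0% = DMSO neutral wells and 100% = GW8510 positive control wells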
# Target sequence (P49840 whole entry, looked up): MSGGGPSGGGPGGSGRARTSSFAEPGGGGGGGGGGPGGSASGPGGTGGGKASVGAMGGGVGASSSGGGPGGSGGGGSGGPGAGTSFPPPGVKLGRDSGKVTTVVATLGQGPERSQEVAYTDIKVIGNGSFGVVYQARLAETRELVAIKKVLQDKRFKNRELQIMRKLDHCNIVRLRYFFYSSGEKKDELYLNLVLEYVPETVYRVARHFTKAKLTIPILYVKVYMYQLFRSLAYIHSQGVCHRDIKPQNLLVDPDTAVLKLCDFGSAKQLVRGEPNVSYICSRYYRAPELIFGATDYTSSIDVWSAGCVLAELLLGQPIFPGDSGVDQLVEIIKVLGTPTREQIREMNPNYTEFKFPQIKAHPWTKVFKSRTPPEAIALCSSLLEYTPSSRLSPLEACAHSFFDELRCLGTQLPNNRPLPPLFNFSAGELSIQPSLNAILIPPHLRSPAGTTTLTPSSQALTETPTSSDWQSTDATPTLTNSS
# HSF1 inhib = HSF1 inhibition; NIH3T3-HGL HSE-luciferase, MG132-induced, luminescence 8 h; active compounds read low; activity change, negative = inhibition, % at 7.5 µM (by protocol); hit rate 0.77% among 300,000;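 active = more than half of replicate wells show activity change below -50%, luminescence cut by over half; inconclusive = some wells, but at most half, below -50%; inactive = no replicate well below -50%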;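 note: luciferase reports HSF-1 transcriptional activity via heat shock element; 0% = median of DMSO wells and -100% = zero luminescence signal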
# PolyA inhibitor = inhibitors of polyadenylation in S. cerevisiae; S. cerevisiae SKY197-pL101 polyadenylation reporter, beta-gal luminescence; efflux-impaired pdr1/pdr3 knockout yeast; score 100 = 6 SD above DMSO; calls only at 12 µM; hit rate 0.02% among 300,000;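 active = lowest replicate activity score at least 50, where 100 means six control SD above control mean; inconclusive = lowest score under 50 but half or more replicates reach 50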;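 note: yeast exposed to compound for 9 h at 30 °C; higher score means more reporter readthrough which indicates perturbed polyadenylation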
# GSK3B inh = blocks human GSK3beta kinase activity. AID 2097. activity score (negative = inhibition), % at 10 µM. P49841. GST-GSK3beta kinase, ADP-Glo luminescence, 60 min; active compounds read low. hit rate 0.038% among 300,000;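 active = more than half of replicate wells score below -50%, meaning over 50% inhibition versus plate controls; inconclusive = some replicates but at most half score below -50%; inactive = no replicate scores below -50%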;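 note: 0% = median DMSO wells and -100% = median GW8510 positive control wells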
# Target sequence (P49841 whole entry, looked up): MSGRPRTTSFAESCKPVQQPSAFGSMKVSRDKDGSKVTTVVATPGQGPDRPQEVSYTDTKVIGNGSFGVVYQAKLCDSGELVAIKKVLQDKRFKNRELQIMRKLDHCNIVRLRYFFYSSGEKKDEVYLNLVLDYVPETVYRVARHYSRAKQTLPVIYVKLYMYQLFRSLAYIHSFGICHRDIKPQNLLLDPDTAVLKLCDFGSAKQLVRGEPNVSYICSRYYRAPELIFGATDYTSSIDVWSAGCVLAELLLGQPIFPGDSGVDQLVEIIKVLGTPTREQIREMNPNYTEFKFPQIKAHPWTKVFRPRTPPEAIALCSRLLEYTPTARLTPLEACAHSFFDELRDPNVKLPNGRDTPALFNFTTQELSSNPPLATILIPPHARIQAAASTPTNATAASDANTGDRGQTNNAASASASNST
#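 Assay system: GST-fused GSK3beta enzyme, cell-free / Medium: Tris pH 7.5 buffer with MgCl2, DTT, BSA, heparin / Also added: peptide substrate plus 25 µM ATP (final) / Compound: 10 µM single point / Timing: kinase reaction with compound 60 min at room temperature / Detection: ADP-Glo luminescence / Benchmarks: DMSO neutral wells and GW8510 at 20 µM as positive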
# KLF5 inhibitor = suppresses KLF5 promoter-driven expression; DLD-1 KLF5 promoter-luciferase reporter, luminescence; hit rate 0.23% among 290,000; inhibition, % at 5 µM;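 active = inhibition above a per-plate limit of that plate's mean compound inhibition plus 3 SD, cut at about 60% in these data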;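 note: 0% = DMSO wells and 100% = LY294002 at 200 µM; higher means less KLF5 promoter-driven luciferase light; inactives centre near -14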
# HSP90 inh = inhibitors of HSP90 luciferase refolding in rabbit reticulocyte lysate; luciferase refolding luminescence, 3 h; inhibition, % at 5.6 µM; hit rate 0.91% among 290,000; AID 1789;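 active = inhibition above the screen-wide mean plus 3 SD, computed separately per campaign, cut at about 16% in these data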;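 note: 0% = DMSO wells and 100% = 60 µM geldanamycin wells; inhibitors lower the luminescence because luciferase stays unfolded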
# AI-2 QS modul = modulators of Vibrio harveyi AI-2 quorum sensing system; activity change, % at 7.5 µM; hit rate 0.4% among 300,000; Vibrio harveyi JMH597 AI-2 luminescence/OD600 ratio, 9 h; active compounds read low; strain lacks LuxN and CqsS sensors; 0 = neutral-control median; AID 2094; in the data active = activity change below about -75%, passing the limit was not always enough; inconclusive = no clear call, values can overlap the other calls;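 note: luminescence divided by OD600 gain over 9 h not by final OD600 alone; inactives centre near 13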
# HSF-1 act = increases HSF-1 driven luciferase reporter signal | NIH3T3-HGL HSF-1 luciferase reporter, MG132, 8 h; 100% = twice DMSO control signal | activation, % at 9 µM | hit rate 1.7% among 300,000;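 active = mean replicate activation of at least 50% with a set share of replicates each reaching 50%; inconclusive = only one of those two conditions met; inactive = mean below 50% and too few replicates reaching it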;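 note: 0% = median of the neutral control wells and 100% = twice that signal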
# Active calls of the source: *; i = inactive; ? = inconclusive; . = not tested or not shown. These rows are one share of the data; rates above refer to the full screens.
compound,IEC-6 tox,aSyn 5UTR inh,GSK3A inh,HSF1 inhib,PolyA inhibitor,GSK3B inh,KLF5 inhibitor,HSP90 inh,AI-2 QS modul,HSF-1 act
Cc1noc(C)c1S(=O)(=O)N1CCCC(C(=O)NCCc2ccc(Cl)cc2)C1 (stereo unspecified),5,-9,0,3,i,-5,5,1,6,9
COc1ccc(N2CCN(C(c3cccs3)C(C)NC(=O)c3ccc4c(c3)OCO4)CC2)cc1 (stereo unspecified),-2,2,-3,-7,i,0,-2,2,21,14
Nc1nc2nccc(-c3ccc(Cl)cc3)n2n1,17,.,1,.,.,.,-62,4,.,.
CCOc1ccc(/C=N/NC(=O)CCC(=O)Nc2ccc(F)cc2)cc1,-1,17,-3,1,i,3,-63,1,5,10
CSCCC(N=C1NS(=O)(=O)c2ccccc21)C(=O)NCc1ccccc1F (stereo unspecified),0,1,-2,3,i,-1,-20,-2,19,2
Cc1ccc(S(=O)(=O)NCC2CCCO2)cc1[N+](=O)[O-] (stereo unspecified),4,-2,-1,-4,i,2,-19,1,23,-4
CN(C)S(=O)(=O)c1ccc(-c2csc(-c3cccnc3)n2)cc1,-2,9,-1,.,i,2,-30,-5,8,.
O=C(Nc1ccccc1N1CCOCC1)C1CCN(S(=O)(=O)c2cccc(C(F)(F)F)c2)CC1,6,9,3,4,i,1,3,-2,24,40
O=C(O)CCNC(=O)/C(=C\c1ccco1)NC(=O)c1ccco1,1,10,-1,8,i,3,-11,1,3,10
COC(=O)c1ccc(/C=N/OCC(=O)NC2CCCC(C)C2C)cc1 (stereo unspecified),-2,9,-3,-2,i,2,-20,0,13,-3
O=C1/C(=C/c2ccncc2)Oc2cc(OS(=O)(=O)c3ccccc3)ccc21,3,-32,4,0,i,-1,-4,2,-3,-13
O=C(NN1CCOCC1)c1cc(-c2ccccc2)nc2ccccc12,-1,-13,-2,4,i,1,-20,-1,3,-2
COC(=O)CNC(=S)NC(=O)c1ccc(C(C)(C)C)cc1,1,-9,-4,2,i,-5,-2,-1,-32,5
O=C(Nc1cccnc1Cl)C1=NN(c2ccccc2)C(=O)CC1,-8,24,0,-1,i,1,-28,-2,28,-3
CCc1cc2c(C)cc(=O)oc2cc1Oc1ncccc1[N+](=O)[O-],2,-4,-1,0,i,4,12,7,-18,-9
CN(Cc1ccc(F)cc1)C(=O)CCc1nnc(-c2ccccc2)o1,-3,-91,0,14,i,0,-72,-7,24,22
Cc1ccc(OCCNC(=O)c2cncc(Br)c2)cc1C,1,6,3,5,i,2,-15,-3,9,21
COCCNC(=O)C(c1ccc(C)o1)N(CC1CCCO1)C(=O)Cn1nnc2ccccc21 (stereo unspecified),4,16,2,-4,i,40,-35,4,19,-7
CC(=O)Nc1ccc(/C=N/NC(=O)CCN2CCN(c3ccccc3)CC2)cc1,1,9,-1,-4,i,0,-8,2,-4,16
Cn1c(C(=O)O)c(CC(=O)NCC2COc3ccccc3O2)c2ccccc21 (stereo unspecified),3,15,-5,-7,i,0,-1,0,24,-6

# Looked up by structure from the list above:
compound,IEC-6 tox,aSyn 5UTR inh,GSK3A inh,HSF1 inhib,PolyA inhibitor,GSK3B inh,KLF5 inhibitor,HSP90 inh,AI-2 QS modul,HSF-1 act
CCOc1ccc(/C=N/NC(=O)CCC(=O)Nc2ccc(F)cc2)cc1,-1,17,-3,1,i,3,-63,1,5,10
O=C(NN1CCOCC1)c1cc(-c2ccccc2)nc2ccccc12,-1,-13,-2,4,i,1,-20,-1,3,-2
Cc1noc(C)c1S(=O)(=O)N1CCCC(C(=O)NCCc2ccc(Cl)cc2)C1 (stereo unspecified),5,-9,0,3,i,-5,5,1,6,9
COC(=O)CNC(=S)NC(=O)c1ccc(C(C)(C)C)cc1,1,-9,-4,2,i,-5,-2,-1,-32,5

# Next records follow.
compound,IEC-6 tox,aSyn 5UTR inh,GSK3A inh,HSF1 inhib,PolyA inhibitor,GSK3B inh,KLF5 inhibitor,HSP90 inh,AI-2 QS modul,HSF-1 act
Cc1cccc(-n2c(C)cc(/C=N/NC(N)=S)c2C)c1,0,13,3,0,i,-3,-18,3,6,-7
COc1ccc(CCN=CC2=C(O)CC(C)(C)CC2=O)cc1,0,12,-1,1,i,-1,-12,2,19,3
COc1ccccc1N1CCN(C(=O)c2cc3cc(F)ccc3[nH]2)CC1,12,1,0,2,i,2,9,3,-2,1
Cc1ccc(NC2CCCN(C(=O)CCN3CCCCO3)C2)cc1C (stereo unspecified),2,0,-2,0,i,1,1,2,2,8
O=C(CNCC1CCCCC1)Nc1ccc(OC(F)(F)F)cc1,1,-14,1,0,i,0,-20,-2,10,8
O=C1c2ccccc2C(=O)N1c1nc2nccc(-c3ccccc3)n2n1,-5,-17,-4,-5,i,2,-5,0,1,5
COC(=O)C1=C(C)NC(C)=C(C(=O)OC)C1c1ccc(N(C)C)cc1,2,19,2,-3,i,4,9,0,14,1
C#CCOCCOCCOCCNc1nc(N2CCN(C(=O)C(Cc3ccc(O)cc3)n3cc(C(N)CC(C)C)nn3)CC2)nc(N2CCN(C(=O)C(Cc3ccc(O)cc3)n3cc(C(N)C(C)CC)nn3)CC2)n1 (stereo unspecified),0,1,-2,-1,i,-2,-55,3,-3,0
Cc1ccc2oc(C(F)(F)C(F)F)cc(=O)c2c1,-4,0,-3,-14,i,-1,2,4,6,-28
CCOc1ccc(OCC)c(NC(=O)CN2CCN(c3cccc(C)c3C)CC2)c1,-1,.,-1,.,.,.,-11,2,.,.
Cc1cccnc1NC(=O)CN1C(=O)NC(C)(c2ccc3ccccc3c2)C1=O (stereo unspecified),.,13,-2,2,i,4,.,.,7,4
Cc1cc(-c2ccccc2)nc(SCc2ccc(C(=O)O)cc2)n1,0,3,-6,-2,i,1,-39,-3,15,-10
COc1cccc(OCc2cc(C(=O)N3CCN(c4ccccc4OC)CC3)no2)c1,3,-139,-1,20,i,4,-44,-3,11,29
COc1ccc(NC(=O)c2sc(Cl)nc2-c2ccccc2)cc1,2,-44,-1,13,i,-2,-9,-1,10,-1
C=CCOC(=O)C1=C[C@H](c2coc3ccccc3c2=O)[C@@H](CCCO)[C@H](OCC)O1,-6,13,-1,0,i,-5,-7,-1,3,18
S=c1[nH]nc(-c2ccccn2)n1/N=C/c1cccc(Cl)c1,-1,4,-1,-5,i,1,6,0,13,6
Cc1cc(C)n2nc(C(=O)NCCc3ccccc3)nc2n1,-9,-72,-1,8,i,-3,-57,-4,18,49
Cc1cc(=O)n2c3ccccc3n(CC(O)CN3CCN(Cc4ccccc4)CC3)c2c1C#N (stereo unspecified),3,-30,0,4,i,3,-15,0,-1,4
Cc1cc(C)nc(NS(=O)(=O)c2ccc(NC(=O)c3cccc(N4C(=O)CCC4=O)c3)cc2)n1,0,3,3,-7,i,0,8,0,23,-12
CCOc1ccc(/C=N/NC(=O)C(O)c2ccccc2)c(O)c1 (stereo unspecified),10,17,0,-82*,i,-3,0,-6,41,-86

# (more compounds)
SMILES,IEC-6 tox,aSyn 5UTR inh,GSK3A inh,HSF1 inhib,PolyA inhibitor,GSK3B inh,KLF5 inhibitor,HSP90 inh,AI-2 QS modul,HSF-1 act
Cc1ccc(NC(=O)NC2(C(=O)NCc3ccco3)CCCCC2)cc1,1,-19,0,4,i,-3,-3,4,7,20
CCOC(=O)c1ccc(N2NC(=O)/C(=C/c3ccc(OC(=O)c4ccco4)c(OC)c3)C2=O)cc1,-3,-7,2,-3,i,-2,-42,1,16,5
O=C(CN1C(=O)c2ccc([N+](=O)[O-])cc2C1=O)Nc1nccs1,4,20,-2,5,i,1,-15,0,8,9
COC(=O)Cc1ccc(NC(=S)NCCSc2ccc(C)cc2)cc1,7,4,-2,8,i,-1,-1,2,7,27
CCOc1ncccc1C(=O)Nc1nnc(C)s1,-4,9,-1,-9,i,-3,4,-1,14,-10
COc1cc(C)c(Cl)cc1S(=O)(=O)NCCN1CCOCC1,5,16,7,0,i,3,-26,-2,9,-8
CN1C(=O)NC(c2ccc(O)cc2)C(C(=O)c2cccs2)C1(O)C(F)(F)F (stereo unspecified),6,-100,-3,31,i,-1,-54,7,7,48
O=C(Nc1ccc(OC(=O)c2cccnc2)cc1)c1cccnc1,-2,20,-1,-3,i,-4,-18,-4,22,2
CC1CCN(CC(=O)NC2CCCCC2)CC1,5,4,8,?,i,-3,-27,-2,7,-61
COc1cc(C(=O)OCCN2CCCCC2)ccc1O,-1,2,10,0,i,-1,-22,0,13,-1
Cc1ccc(NC(=O)Cn2c3ccc(F)cc3c3nc4n(c(=O)c32)CCS4)cc1F,-1,-4,3,-1,i,-2,-13,1,8,-6
Nc1cc(=O)[nH]c(SCc2ccccc2Cl)n1,-7,20,0,-2,i,3,-20,1,6,4
CC1(C)Cc2c(sc(NC(=O)C(=O)N3CCCC3)c2C#N)CO1,4,-18,3,-4,i,3,-30,1,5,-1
CSCC[C@H](NC(=O)Nc1cccc(C(F)(F)F)c1)C(=O)O,1,-9,-6,-3,i,0,-19,0,42,-3
CCn1c(SCC(=O)N/N=C/C=C/c2ccco2)nnc1-c1ccccc1,1,17,-1,-2,i,0,7,6,40,-3
NC(CCC(=O)O)C12CC3CC(CC(C3)C1)C2 (stereo unspecified),-6,-51,0,-2,i,-1,-24,3,28,14
O=C(/C=C/c1ccco1)NCCc1ccccc1,5,-126,-2,13,i,4,-42,2,1,5
COc1ccc(Cl)cc1NS(=O)(=O)c1c(C)nc2sccn2c1=O,-6,8,-2,0,i,1,-8,-1,3,5
